E coli Lon inh: E. coli protease La inhibition; inhibition, % at 7.94 µM; actives 0.42% (n = 360,000); purified E. coli Lon protease, fluorescence polarization; P0A9M0; in the data active = inhibition above about 13%, passing the limit was not always enough;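 also: 0% = enzyme with probe and DMSO and 100% = no enzyme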
Tb MetRS inh: blocks T. brucei methionyl-tRNA synthetase activity; inhibition, % at 11.9 µM; AID 624268; purified T. brucei MetRS, ATP depletion, Kinase-Glo luminescence; actives 0.4% (n = 360,000);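 active = inhibition above a per-plate cutoff of the control wells' mean inhibition plus 3 SD, cut at about 5.5% in these data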;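 also: 0% = DMSO wells median and 100% = median of wells with control inhibitor compound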
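Assay system: T. brucei methionyl-tRNA synthetase, purified | Medium: HEPES buffer with MgCl2, KCl, DTT, spermine, BSA, pyrophosphatase | Compound: 11.9 µM single point | Incubation: 15 min enzyme-compound preincubation, 2 h reaction, 10 min detection, 25 °C | Measured by: Kinase-Glo luciferase luminescence reporting remaining unconsumed ATP | Measure: % inhibition normalized to control-well medians | Replication: Singlicate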
MsrA inh: inhibits bovine methionine sulfoxide reductase A; actives 0.75% (n = 360,000); purified bovine MsrA, absorbance read-out; inhibition, % at 15.5 µM; in the data active = inhibition above about 4.5%;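 also: 0% = vehicle wells with enzyme and 100% = reference inhibitor wells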
LMPTP inh: blocks human LMPTP phosphatase | P24666 | recombinant LMPTP-A, OMFP fluorogenic substrate, fluorescence intensity | inhibition, % at 20 µM | actives 0.22% (n = 360,000);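 active = compounds that cut the enzyme signal by at least half of the control window in the single-dose screen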;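 also: plate controls were DMSO wells with enzyme plus substrate for no effect and substrate without enzyme for full effect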
Target sequence (P24666 whole entry, looked up): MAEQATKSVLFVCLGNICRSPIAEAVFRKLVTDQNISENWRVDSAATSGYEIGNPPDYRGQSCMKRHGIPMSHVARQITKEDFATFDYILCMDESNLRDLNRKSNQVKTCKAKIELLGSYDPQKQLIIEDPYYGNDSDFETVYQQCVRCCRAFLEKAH
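test system = LMPTP-A | amount = 0.625 nM LMPTP-A final | reagent = fluorogenic phosphatase substrate OMFP at 400 µM final | incubation = 50 min at room temperature | benchmarks = no-enzyme low control, uninhibited high control | medium = Bis-Tris pH 6.0, DTT, detergent | signal = fluorescence intensity of OMFP turnover product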
Scp-1 inhibitor: blocks human Scp-1 phosphatase activity; Q9GZU7; Recombinant Scp1, phosphopeptide, malachite green phosphate absorbance; inhibition, % at 20 µM; actives 0.88% (n = 340,000); AID 493091;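 active = inhibition above about 50% at 20 µM, limit read from the data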;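 also: plate controls were DMSO wells with enzyme for no effect and wells lacking enzyme for full effect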
Target sequence (Q9GZU7 76-261 limits assumed): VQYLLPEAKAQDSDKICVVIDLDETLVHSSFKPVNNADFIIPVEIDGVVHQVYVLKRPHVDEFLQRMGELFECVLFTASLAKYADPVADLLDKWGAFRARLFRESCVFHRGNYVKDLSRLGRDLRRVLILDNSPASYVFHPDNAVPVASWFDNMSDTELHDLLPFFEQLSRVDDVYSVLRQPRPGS
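Times: enzyme reaction 45 min at room temperature, colour 5 min, stabilisation 30 min. Material: SCP-1 catalytic fragment, aa 76-261. Medium: Acidic Tris acetate buffer with magnesium and detergent. Signal: colorimetric free-phosphate detection, absorbance 630 nm. Read-out basis: % inhibition of SCP-1 phosphate liberation. Reagent: Phosphorylated 17-residue peptide substrate.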
DNMT1 block: inhibitors of human DNMT1. DNMT1 molecular beacon, Hinp1I cleavage, fluorescence. inhibition (reported as % activation of signal), % at 10 µM. actives 0.83% (n = 360,000). AID 588458; in the data active = inhibition above about 50%
MsrA act: bovine methionine sulfoxide reductase A activation. activation, % at 10.6 µM. purified bovine MsrA, absorbance read-out. AID 602163. actives 0.3% (n = 360,000); in the data active = activation above about 7.5%;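 also: 0% = vehicle and 100% = reference activator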
SUMO1 PPI mod: modulators of human SUMO1-mediated protein-protein interactions; P63165; SUMO1 binding to a labelled peptide, TR-FRET, 1 h; inhibition, % at 20 µM; actives 0.33% (n = 360,000); AID 602429; in the data active = inhibition above about 37%
Target sequence (P63165 whole entry, looked up): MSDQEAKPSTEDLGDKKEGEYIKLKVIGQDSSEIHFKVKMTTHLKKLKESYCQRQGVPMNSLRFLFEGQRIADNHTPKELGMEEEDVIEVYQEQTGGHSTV
CendR NRP1 mod: NRP-1/CendR interaction modulation; FAM-RPARPAR peptide binding to NRP-1, fluorescence polarization; inhibition, % at 25 µM; actives 0.85% (n = 360,000); AID 602438;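 active = inhibition or corrected inhibition above about 18%, plus a signal ratio from 0.5 to 1.5, limit read from the data, passing the limit was not always enough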; also: strong numbers were not always called active
STEP inh: STEP (human) phosphatase inhibition | recombinant STEP, OMFP fluorogenic substrate, fluorescence | AID 588621 | inhibition, % at 20 µM | actives 0.25% (n = 360,000) | P54829;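 active = inhibition at 20 µM, scaled per plate between control wells, above about 37%, limit read from the data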;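 also: 0% = DMSO with enzyme and substrate and 100% = substrate only without enzyme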
Target sequence (P54829 whole entry, looked up): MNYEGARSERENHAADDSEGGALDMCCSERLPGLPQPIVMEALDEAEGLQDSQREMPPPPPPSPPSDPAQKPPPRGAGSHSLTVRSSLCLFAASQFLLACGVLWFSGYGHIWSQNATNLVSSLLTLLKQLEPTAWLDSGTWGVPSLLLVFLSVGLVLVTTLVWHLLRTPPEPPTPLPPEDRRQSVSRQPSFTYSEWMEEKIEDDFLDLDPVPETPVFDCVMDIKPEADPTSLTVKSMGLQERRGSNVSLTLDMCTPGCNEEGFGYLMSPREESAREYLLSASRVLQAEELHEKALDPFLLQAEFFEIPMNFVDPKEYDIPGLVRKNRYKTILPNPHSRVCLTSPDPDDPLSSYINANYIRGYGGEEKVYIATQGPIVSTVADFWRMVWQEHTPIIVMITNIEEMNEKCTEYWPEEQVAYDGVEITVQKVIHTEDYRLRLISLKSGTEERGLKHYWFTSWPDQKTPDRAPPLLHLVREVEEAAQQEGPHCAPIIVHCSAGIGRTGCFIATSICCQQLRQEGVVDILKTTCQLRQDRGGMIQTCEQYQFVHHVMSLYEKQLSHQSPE
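Assay system: isolated STEP enzyme. Buffer or medium: pH 6.0 Bis-Tris with DTT and Tween 20. Also added: fluorogenic phosphatase substrate OMFP at 25 µM final. Dosing: 20 µM, 1% DMSO. Timing: 20 min reaction, room temperature, in the dark. Measured by: fluorescence intensity, excitation 480 nm, emission 540 nm. Evaluation: normalized % inhibition.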
* hit, by the source's call; . = not tested or not shown; & = joins results of further samples.

SMILES | E coli Lon inh | Tb MetRS inh | MsrA inh | LMPTP inh | Scp-1 inhibitor | DNMT1 block | MsrA act | SUMO1 PPI mod | CendR NRP1 mod | STEP inh
CCc1cc(C(=O)N2CCCC(CNC(=O)c3ccc(-c4ccccc4)cc3)C2)no1 (stereo unspecified) | 0 | 0.6 | -0.3 | -0.6 | -14 | 1 | -8 | -1 | 10 | -2
CC(=O)Oc1ccccc1Cn1c(C)c(C(=O)NCc2ccccc2C(F)(F)F)sc1=O | 4 | -0.1 | -1.3 | 0.5 | . | -2 | -1 | 1 | -2 | -1
CC(=O)c1cccc(OCc2cc(C(=O)NCc3nc(C)c(C)s3)no2)c1 | -14 | 0.0 | -0.1 | -0.3 | -10 | -2 | -2 | 0 | 6 | 2
COCCN(CC(=O)Nc1cc(Cl)ccc1-n1cncn1)Cc1nc2ccccc2c(=O)[nH]1 | -5 | -0.6 | -0.5 | -1.5 | -4 | -4 | -3 | 4 | -7 | 0
CCCc1[nH]n(-c2nc3ccccc3s2)c(=O)c1C=NCC1CCCO1 (stereo unspecified) | -5 | -0.6 | 0.5 | -0.4 | -1 | -2 | -6 | 0 | -15 | -3
Cc1ccc(NC(=O)/C=C\C(=O)NCC(=O)O)cc1 | -9 | 0.4 | 1.9 | -1.2 | 1 | 2 | 0 | 2 | -8 | -1
CC1CCN(C(=O)CSc2nnc(-c3cccnc3)o2)CC1 | 8 | -0.5 | -0.4 | -1.3 | -1 | -1 | -7 | -3 | 9 | 0
CC1(C(=O)NS(=O)(=O)c2ccc(C#N)cc2)CCN1C(=O)c1ccccc1CCc1ccccc1 (stereo unspecified) | -9 | -0.1 | 0.1 | -1.7 | . | 0 | -1 | 7 | 3 | 1
CC(C)NC(=O)c1cc(-c2cccs2)nc2ccccc12 | 1 | -0.3 | 3.2 | -0.8 | -4 | -1 | -1 | -12 | 6 | -1
Cn1nnnc1SCC(=O)NNC(=O)c1ccc(F)cc1 | -5 | -0.6 | -0.2 | -1.4 | -5 | 0 | -2 | 0 | -9 | -3
Cc1cc(C(=O)CN2C(=O)CCC2=O)c(C)n1Cc1ccccc1 | 1 | -0.4 | 0.0 | 0.3 | -10 | -4 | 0 | -3 | -5 | -1
Cc1ccc(Cl)cc1NC(=O)COC(=O)C12CC3CC(CC(C3)C1)C2 | -2&3 | 0.7&0.1 | 1.3&0.9 | 2.2&2.6 | -3&-7 | -3&-4 | 0&0 | -10&3 | -8&7 | 0&-2
CC(c1ccccc1)N1CC(C(=O)Nc2ccc(F)cc2)CC1=O (stereo unspecified) | 6 | 0.3 | -0.2 | -1.5 | 1 | 2 | -4 | 2 | 8 | -4
CCc1ccccc1N(C(=O)Cn1nnc2ccccc21)C(C(=O)NCCOC)c1ccco1 (stereo unspecified) | 3 | -0.2 | 0.1 | -1.4 | -3 | 1 | 0 | 0 | -6 | 1
Cc1cc(C)c2cc(C(=O)N3CCN(c4ncccc4C(F)(F)F)CC3)[nH]c2c1 | 2 | -1.3 | 1.4 | 4.5 | 3 | -8 | -5 | -2 | 11 | 0
CCCCCc1nc2sc3c(c2c(=O)n1N)CCC3 | 5 | -0.1 | -0.8 | 0.5 | -5 | 2 | 0 | 2 | 1 | 6
OCCCc1nc2ccccc2n1Cc1ccccc1 | -10 | 0.2 | 0.1 | 1.1 | -2 | 0 | -1 | 0 | -4 | 0
COc1ccc(C=C(C#N)c2ccc(OC)cc2)cc1 | 3 | 0.3 | 1.0 | 1.9 | -3 | -7 | -6 | -21 | 12 | 0
COc1ccc2[nH]c(=O)c(CNc3cc(C)ccc3C)cc2c1 | 3 | 0.2 | 1.1 | 0.4 | 6 | -6 | -2 | -18 | -12 | 1
CC1(c2ccc(OC(F)F)cc2)NC(=O)N(CC(=O)Nc2ccc3c(c2)OCO3)C1=O (stereo unspecified) | -2 | -0.8 | 0.6 | 1.3 | 1 | -5 | -2 | -2 | -5 | -1
O=C(NCC1(N2CCCCC2)CCCCC1)C1CC(=O)N(c2ccc3c(c2)OCCO3)C1 (stereo unspecified) | 4 | -0.6 | -0.4 | 0.1 | -5 | 1 | -3 | 6 | -9 | 0
Cn1c(=O)[nH]c2ncccc21 | 5 | -1.0 | 1.0 | -2.5 | -7 | 1 | -8 | 6 | -2 | -1
Cc1cc(OCC(=O)NC(C)C)cc(C)c1Br | -1 | -0.5 | 0.2 | -0.4 | -2 | 0 | -5 | -2 | 10 | -2
Cc1cc(NC(=O)COn2nnc3ccccc32)no1 | -3 | -0.9 | 1.8 | -0.6 | -10 | 3 | -1 | 1 | 16 | -1
COc1ccc(C(=O)Nc2nncs2)c(OC)c1 | 1 | 0.4 | -0.2 | -1.4 | -4 | -1 | -3 | 6 | 2 | 3
O=c1n(S(=O)(=O)c2cccc3cccnc23)c2ccccc2n1S(=O)(=O)c1cccc2cccnc12 | 4 | -0.3 | . | 1.4 | -1 | -11 | 1 | 4 | 0 | -1
Nc1nc2ccc(Cl)cc2cc1C(=O)NCCc1ccc(O)cc1 | . | 1.0 | 1.6 | 0.7 | . | . | . | 3 | -12 | .
COc1ccc(C2NCCc3cc(OC)c(OC)cc32)cc1OC (stereo unspecified) | 2 | -0.5 | 1.0 | -0.9 | -14 | -1 | -3 | 0 | 8 | 4
O=C(CN(C(=O)c1ccccc1)N1C(=O)CCC1=O)c1cccs1 | 2 | -0.3 | -0.3 | -2.0 | -3 | 2 | -2 | 5 | 9 | 0
COc1cc(SC)ccc1C(=O)OC(C)C(=O)NC1CCCC1 (stereo unspecified) | -9 | -0.5 | 0.1 | 1.9 | 39 | 14 | -2 | 5 | -13 | 2

Part of the list above, in markdown:
| smiles | E coli Lon inh | Tb MetRS inh | MsrA inh | LMPTP inh | Scp-1 inhibitor | DNMT1 block | MsrA act | SUMO1 PPI mod | CendR NRP1 mod | STEP inh |
| --- | --- | --- | --- | --- | --- | --- | --- | --- | --- | --- |
| Cn1c(=O)[nH]c2ncccc21 | 5 | -1.0 | 1.0 | -2.5 | -7 | 1 | -8 | 6 | -2 | -1 |
| Cc1cc(OCC(=O)NC(C)C)cc(C)c1Br | -1 | -0.5 | 0.2 | -0.4 | -2 | 0 | -5 | -2 | 10 | -2 |
| Cc1cc(NC(=O)COn2nnc3ccccc32)no1 | -3 | -0.9 | 1.8 | -0.6 | -10 | 3 | -1 | 1 | 16 | -1 |
| COc1ccc(C(=O)Nc2nncs2)c(OC)c1 | 1 | 0.4 | -0.2 | -1.4 | -4 | -1 | -3 | 6 | 2 | 3 |

Next structures
SMILES | E coli Lon inh | Tb MetRS inh | MsrA inh | LMPTP inh | Scp-1 inhibitor | DNMT1 block | MsrA act | SUMO1 PPI mod | CendR NRP1 mod | STEP inh
CCOC(=O)c1cccc(NC(=O)CN2CCN(c3ccc(OC)cc3)CC2)c1 | -12 | -1.0 | -0.2 | -2.2 | -11 | 0 | -10 | -1 | 5 | 3
COc1ccccc1Cc1noc(-c2cc(Cl)ccc2OC)n1 | 1 | -0.3 | 0.7 | 4.1 | -13 | -5 | -1 | 3 | 2 | -3
COc1ccc(S(=O)(=O)N2CCCCC2)cc1NC(=O)CCNC(=O)c1ccco1 | -6 | -0.1 | 1.0 | -0.9 | 4 | -1 | 0 | -8 | -3 | 1
O=c1onc(-c2ccccc2)n1-c1cc(Cl)cc(Cl)c1 | -4 | -0.3 | 0.8 | 0.6 | -4 | -6 | -1 | 2 | 1 | 1
Cc1ccc(C(=O)Nc2oc(-c3ccccc3)cc2C#N)cc1 | -13 | -0.4 | 0.4 | 1.7 | -10 | 0 | -3 | 0 | -20 | -4
CCC(=O)c1cn(CC(=O)O)c2ccccc12 | 1 | -1.7 | -0.8 | -0.9 | 5 | 0 | -8 | 5 | -1 | -7
COc1cc2nc(N3CCNCC3)nc(N)c2cc1OC | 14 | -1.8 | 0.1 | 37 | -9 | -2 | -12 | 17 | 15 | 6
CCOC(=O)c1c(-c2cccs2)csc1NC(=O)CC(C)C | -6 | -0.3 | -0.1 | 3.0 | -5 | -2 | -5 | 2 | 1 | 2
Cc1cc(NC(=O)CSC2=NS(=O)(=O)c3cc(Cl)ccc3N2)no1 | 6 | 0.6 | -0.7 | -0.8 | 7 | 2 | -3 | 7 | 7 | 0
Cc1cccn2cc(CCNC(=O)c3cccs3)nc12 | -14 | 0.3 | 0.2 | 1.0 | -10 | 25 | -2 | 0 | 5 | 2
O=C(NC(=S)N1CCN(C/C=C/c2ccccc2)CC1)c1cccnc1 | 2 | -0.5 | -0.7 | -0.9 | 0 | -4 | -4 | -2 | 11 | 11
Cc1cccc(-c2n[nH]c(=S)n2/N=C/C=C/c2ccco2)c1 | -6 | -0.6 | 1.9 | 16 | -23 | 66* | -3 | 8 | -30 | 4
O=C(CC1(O)C(=O)N(Cc2ccc3c(c2)OCO3)c2ccccc21)c1ccccc1 (stereo unspecified) | -3 | -0.6 | -0.1 | -0.2 | -2 | -6 | -2 | 5 | 11 | 3
Cc1ccc(NC(=O)Cn2ncc3ccccc32)c(Cl)c1 | -13 | -1.1 | 0.8 | -0.5 | -4 | 2 | -1 | 1 | 1 | 2
CCn1c2ccccc2c2cc([N+](=O)[O-])ccc21 | -5 | -0.8 | 0.3 | 1.9 | -3 | 10 | -9 | -7 | 29* | 0
Nc1ccc2nc(-c3cccs3)[nH]c2c1 | 0 | -0.4 | 4.5 | 0.6 | -13 | -13 | 0 | 14 | -2 | 1
CCOc1ccc(-c2nonc2NC(=O)c2ccco2)cc1 | 2 | -0.4 | -0.5 | -0.8 | -2 | 2 | -6 | 2 | -2 | 1
O=C(CN1C(=O)NC2(CCCCC2)C1=O)N1CCN(S(=O)(=O)c2ccc(F)cc2)CC1 | 0 | -0.4 | -0.8 | -0.1 | -3 | 1 | -1 | 11 | 0 | 2
O=C(O)C1CCCN1C(=O)Oc1ccccc1 (stereo unspecified) | 4 | -0.2 | -0.4 | -1.2 | -8 | 2 | -2 | 1 | -2 | -3
CCCc1c(C(=O)N/N=C/C(C)=C/c2ccco2)nnn1-c1nonc1N | -10 | -0.1 | 2.8 | 29 | -2 | -8 | -7 | 1 | -5 | 0
CCOCCCNS(=O)(=O)c1ccc2c(c1)OCCO2 | -12 | -0.3 | 1.5 | -0.3 | -7 | -1 | -1 | 1 | -2 | 0
CCOCc1c(C(=O)OCC(=O)Nc2ccc(C)c(S(=O)(=O)N(C)C)c2)oc2ccccc12 | -6 | -0.4 | 1.0 | 1.8 | -18 | -11 | -1 | -2 | -8 | 0
Cc1ccc(NC2CC(=O)N(c3ccc(C)cc3)C2=O)cc1 (stereo unspecified) | -1 | -0.1 | -0.2 | -0.6 | -8 | 1 | -3 | -1 | -24 | -1
Cc1cccn2c(=O)nc(SCC(=O)N3CCCCC3)nc12 | -11 | -0.5 | 2.5 | 0.5 | -6 | 1 | 5 | 1 | 6 | 1
